TSHR antag = human thyrotropin receptor antagonism; TSHR-expressing cells, TSH-stimulated cAMP HTRF, 2 h; active compounds read low; activity change, negative = inhibition, % at 11.5 µM; actives 0.2% (n = 330,000); AID 504810;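 active = activity change below a set negative limit, meaning inhibition stronger than a set level, cut at about -70% in these data; inconclusive = activity change between two set negative limits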; note: % is set by controls: 0 for no effect and ±100 for the full control effect
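Antagonism was scored as loss of TSH-driven cAMP in TSHR cells, stimulated with 4nM TSH (EC80) for 2 hours at 37 deg C and detected by homogeneous HTRF competition immunoassay.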
TCR act = T cell receptor activation. AID 504894. 330,000 tested, under 10 active. Potency, µM (doses to about 9.22 µM), inactives show at the highest dose activation of IL-2 secretion, most hits filed as activators. primary human leukocytes, anti-CD3, IL-2 HTRF, 48 h; note: % of control where 0% means no effect
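Readout: HTRF IL-2, Eu-cryptate/d2 antibody pair, 320nm excitation, 665nm emission. Stimulus: a-CD3 beads, no co-stimulation. Cells: primary human leukocytes. Exposure: 48 hr with compound.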
ELG1 DNA repair = ELG1-dependent DNA repair inhibition; HEK293T ELG1-luciferase reporter, luminescence, 16 h; DNA damage induced by 5-fluorouridine; Potency, µM (doses to about 46.1 µM), for the others: at the highest dose activity change, negative = inhibition, actives largely listed as inhibitors; actives 2.3% (n = 330,000); AID 504467; note: potency is the fitted concentration of half-maximal effect; % is set by controls: 0 for no effect and ±100 for the full control effect; nearly all actives have a fitted effect of over 55% in size
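Cells (2,000 per well) received 5-fluorouridine plus test compound or DMSO and were incubated 16 hr at 37 °C, 5% CO2. Luciferase activity was read by luminescence 30 min after ONE-Glo addition; signal suppression marked inhibition of damage-induced ELG1 function.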
AT treatment = potential ataxia-telangiectasia treatments restoring KAP-1 phosphorylation; […] A-T fibroblasts, KAP-1 phosphorylation AlphaLISA; neocarzinostatin DNA damage 30 min before lysis; Potency, µM (top dose mostly 57.5 µM), inactives show top-dose activation, usual class: activators; actives 0.19% (n = 320,000); note: potency is the fitted concentration of half-maximal effect; % of control where 0% means no effect; nearly all actives have a fitted effect of over 45% in size
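ATM-like activity read as KAP-1 phosphorylation via AlphaLISA donor/acceptor antibody pairs after lysis and 6 hr at 25C. Cells were ATM-null patient fibroblasts ([…], hTERT), dosed 60 min, then exposed to the DSB inducer NCS for 30 min.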
Mito fusion act = inhibitors of mitochondrial division or activators of mitochondrial fusion. S. cerevisiae fusion-defective mutant growth rescue, CellTiterGlo 48 h. Potency, µM (series often up to 46.1 µM), for the others: at the top dose growth rescue (activation), usual class: activators. actives 0.23% (n = 320,000). AID 485298;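 note: potency is the fitted concentration of half-maximal effect; % of control where 0% means no effect; nearly all actives have a fitted effect of over 45% in size; temperature-sensitive fusion mutants such as fzo1-1 at 37 °C on non-fermentable ethanol glycerol medium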
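Yeast fusion mutant, YPEG (non-fermentable carbon), compound, 48 h at 37C non-permissive; CellTiterGlo added, 10 min RT, luminescence read. Rescued growth = division inhibition.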
KCNH2 3.1 block = blocks the human KCNH2 3.1 channel isoform. activity change, % (tested at about 1.8 µM). AID 720553. U2OS KCNH2 3.1, thallium flux FluxOr; active compounds read low. actives 0.95% (n = 340,000);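 active = maximum activity change below -70%; inconclusive = maximum activity change from -70% to -50%; inactive = maximum activity change above -50%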;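 note: thallium influx rate constant from kinetic fluorescence after stimulation buffer; % is set by controls: 0 for no effect and ±100 for the full control effect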
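We transduce U2OS cells with the mutant 3.1 virus, culture them overnight, load FluxOr with Red40 quencher for 45 min, then add stimulation buffer and read kinetically for 2 min to derive a normalized rate constant.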
Eya2 inh = blocks the phosphatase activity of human Eya2 | O00167 | recombinant Eya2, OMFP fluorescence dephosphorylation (OMFP is methylfluorescein phosphate) | Potency, µM (titrated, usually from 76.9 µM), inactives show at the highest dose activity, negative = inhibition, most hits filed as inhibitors | actives 0.006% (n = 330,000); note: potency is the fitted concentration of half-maximal effect; % is set by controls: 0 for no effect and ±100 for the full control effect
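Eya2 (0.2 uM) preincubated 10 min at ambient with compound, then OMFP substrate added at 50 uM; 10 min reaction in 50 mM HEPES pH 7.5, 50 mM NaCl, 5 uM MgCl2, 0.05% BSA, 1 mM DTT. Fluorescence read at Ex 485/Em 525 nm.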
USP2a inh = USP2a (human) protease inhibition; O75604; USP2 core, Ub-CHOP2 coupled fluorogenic reporter, 485/531; Potency, µM (top dose mostly 38.3 µM), inactives show at the top dose activity change, negative = inhibition, usual class: inhibitors; actives 0.01% (n = 330,000); AID 463254;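 note: potency is the fitted concentration of half-maximal effect; plate controls were DMSO wells for no effect and full inhibition by NEM control for full effect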
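Deubiquitinase activity read as fluorescence (485/531 nm) after Ub-CHOP2 cleavage activates the enterokinase reporter on its substrate; USP2 core 10nM, Ub-CHOP2 and substrate 25nM each, 30min compound preincubation then 60min RT; data normalized to NEM, curves fitted.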
TRPV1 ag = activates the human vanilloid receptor TRPV1. AID 540275. activation, % at 8.33 µM. TRPV1-expressing cells, Fluo-8 calcium influx, agonist mode. Q8NER1. actives 0.19% (n = 320,000); in the data active = activation above about 80%; inconclusive = between about 30% and that limit; note: 0% is about no effect
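Cells expressing TRPV1 were dye-loaded with Fluo-8 and read kinetically: 10 s baseline, 3 min after compound (agonist portion), then 2 min after EC20 capsaicin (allosteric enhancer portion). Calcium-bound dye fluorescence at 480/520 nm.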
hERG WT inh = inhibitors of human wildtype KCNH2 potassium channel | actives 0.37% (n = 340,000) | U2OS, BacMam KCNH2, thallium flux FluxOr; active compounds read low | AID 720551 | activity change, % at 1.84 µM | Q12809;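 active = maximum activity change below -70%; inconclusive = maximum activity change between -70% and -50%; inactive = maximum activity change above -50%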; note: % is set by controls: 0 for no effect and ±100 for the full control effect
Target sequence (Q12809 whole entry, looked up): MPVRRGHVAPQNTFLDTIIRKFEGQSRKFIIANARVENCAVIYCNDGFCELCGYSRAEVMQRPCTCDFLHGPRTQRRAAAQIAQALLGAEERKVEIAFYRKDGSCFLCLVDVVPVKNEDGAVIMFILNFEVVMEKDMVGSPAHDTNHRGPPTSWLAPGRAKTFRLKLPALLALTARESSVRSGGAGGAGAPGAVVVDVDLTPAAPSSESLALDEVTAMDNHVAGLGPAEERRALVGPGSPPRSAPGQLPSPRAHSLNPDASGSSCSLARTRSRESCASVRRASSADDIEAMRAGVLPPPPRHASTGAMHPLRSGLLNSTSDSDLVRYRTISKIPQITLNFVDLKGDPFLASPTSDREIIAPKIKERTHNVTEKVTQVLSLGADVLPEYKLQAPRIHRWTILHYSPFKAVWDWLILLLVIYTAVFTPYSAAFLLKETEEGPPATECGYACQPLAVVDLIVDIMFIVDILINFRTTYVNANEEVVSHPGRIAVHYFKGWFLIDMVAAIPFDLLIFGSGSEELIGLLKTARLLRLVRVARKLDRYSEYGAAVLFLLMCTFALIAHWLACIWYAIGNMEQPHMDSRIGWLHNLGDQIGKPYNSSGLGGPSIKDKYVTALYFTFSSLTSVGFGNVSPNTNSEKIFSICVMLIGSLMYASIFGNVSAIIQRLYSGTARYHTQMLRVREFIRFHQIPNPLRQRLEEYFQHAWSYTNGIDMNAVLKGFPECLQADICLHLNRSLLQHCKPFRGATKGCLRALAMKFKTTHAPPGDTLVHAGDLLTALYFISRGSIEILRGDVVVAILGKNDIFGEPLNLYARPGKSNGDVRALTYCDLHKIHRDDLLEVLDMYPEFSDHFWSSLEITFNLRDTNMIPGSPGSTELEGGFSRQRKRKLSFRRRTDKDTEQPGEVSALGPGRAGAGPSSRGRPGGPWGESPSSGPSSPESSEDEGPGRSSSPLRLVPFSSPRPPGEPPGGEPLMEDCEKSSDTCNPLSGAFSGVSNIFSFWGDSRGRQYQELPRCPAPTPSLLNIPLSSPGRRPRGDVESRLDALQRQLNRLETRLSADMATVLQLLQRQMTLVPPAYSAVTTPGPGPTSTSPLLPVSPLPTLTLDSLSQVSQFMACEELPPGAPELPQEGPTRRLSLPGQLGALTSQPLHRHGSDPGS
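U2OS cells were transduced with wild-type KCNH2 virus (2.03 x 10^8 / mL) for 4 h at room temperature, then cultured overnight at 37 C. Thallium flux was read with FluxOr dye. Rate constants were normalized to DMSO controls.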
The depositor's hits bear a star; u = inconclusive; x = not tested or not shown; [ ] = another dose, or the depositor's remark. Unless noted, calls come from the whole dose curve; as a rule, active = well fitted curve in the direction sought with a large enough effect; inconclusive = small, poorly fitted or top-dose-only effect, or another doubt; inactive = no such curve, though single readings can be large; an effect the other way counts as inactive or inconclusive.

SMILES	TSHR antag	TCR act	ELG1 DNA repair	AT treatment	Mito fusion act	KCNH2 3.1 block	Eya2 inh	USP2a inh	TRPV1 ag	hERG WT inh
CC(=O)NCCNc1nc2c(-c3cccc(C(F)(F)F)c3)nnn2c2ccccc12	3	-4%	10%	-1%	7%	-28	10%	2%	-5	1
O=C1C(=O)N(CC2COc3ccccc3O2)c2ccccc21 (centres undefined)	1	2%	-23%	-6%	-6%	25	3%	-2%	2	9
COc1ccc([N+](=O)[O-])cc1NC(=O)c1ccc(CN(c2ccccc2)S(C)(=O)=O)cc1	1	-2%[46.1 µM]	-18%	7%	4%	2	-9%	-6%	4	2
COc1ccc(NC(=O)N2CCCC2C(=O)NCc2ccc(C)cc2)cc1 (centres undefined)	4	x	5%	-1%	0%	-19	1%	0%	-1	-7
CCCc1nc2nc(C)c(NS(=O)(=O)c3ccc(C(C)(C)C)cc3)c(=O)n2[nH]1	10	-3%	5%	4%	-18%	-5	-6%	-5%	12	-12
Cc1ccc(OCCC(=O)OCC(=O)NC(=O)c2ccccc2)cc1	15	-7%	0%	-5%	-11%	-29	22%	2%	4	-1
C#C[C@]1(OC(C)=O)CCC2C3CCC4=CC(=O)CC[C@@H]4C3CC[C@@]21C (some centres undefined)	-88*	-4%	-23%	11%	11%	12	1%	1%	2	1
COc1ccc(-c2csc3ncnc(N4CCN(S(=O)(=O)c5ccc(C)c(C)c5)CC4)c23)cc1	-11	5%	u	4%	8%	-14	-7%	2%	-2	-1
CC(=O)c1ccccc1NC(=O)COC(=O)c1cc[n+]([O-])cc1	x	x	u	14%	x	26	7%	5%	x	4
Cc1nc2ccc(NC(=O)c3nn(C(C)C)c(=O)c4ccccc34)cc2s1	-16	3%[46.1 µM]	u	1%	11%	-7	6%	7%	1	8
Cc1ccc(S(=O)(=O)N2CCCC(C(=O)NC3=NCCS3)C2)cc1 (centres undefined)	2	-1%	-4%	-2%	-3%	3	13%	0%	0	-2
Fc1ccc(NC(=S)Nc2cccc3ccccc23)cc1F	-6	6%	-7%	-6%	-16%	22	-22%	-1%	1	-1
COc1cccc2cc(C(=O)NCc3ccccc3Br)c(=O)oc12	8	-6%	13%	2%	-2%	0	3%	0%	-2	3
Cn1nc(-c2ccccc2)c(CN2CCN(c3ncccn3)CC2)c1Cl	0	0%	-2%	9%	12%	-5	-8%	2%	26	-7
COc1ccc2nc(NC(=O)/C=C/c3ccc4c(c3)OCO4)sc2c1	14	-4%[46.1 µM]	u	-4%	3%	x	-9%	0%	5	x
CC(=O)c1ccc(NC(=O)COC(=O)CCN2C(=O)c3cccc([N+](=O)[O-])c3C2=O)cc1	-9	-32%[inhibitor][46.1 µM]	5%	-10%	-5%	x	1%	3%	-3	6
O=S(=O)(Nc1ccccc1)c1ccc(-c2cnc(C3CC3)o2)cc1	-12	9%	-3%	-8%	1%	19	-9%	1%	2	3
Cc1ccc(C(=O)NC(=S)Nc2cccc3nsnc23)cc1	-8	10%	u	2%	2%	-1	-5%	2%	10	16
CC(=O)NS(=O)(=O)c1ccc(N=NN2CCCCC2)cc1	5	5%[46.1 µM]	14%	4%	-2%	-5	-2%	4%	0	1
O=C(NCc1ccccn1)c1ccc2nc(-c3ccco3)c(-c3ccco3)nc2c1	-2	x	-6%	-16%	-9%	x	-24%	-20%	-3	x
CCN(Cc1ccccc1)S(=O)(=O)c1cc2c3c(c1)CCN3C(=O)CC2	3	1%	5%	-2%	-1%	-9	-4%	0%	3	-2

Sorted by molecular weight (rising): some entries from above.
SMILES	TSHR antag	TCR act	ELG1 DNA repair	AT treatment	Mito fusion act	KCNH2 3.1 block	Eya2 inh	USP2a inh	TRPV1 ag	hERG WT inh
CC(=O)NS(=O)(=O)c1ccc(N=NN2CCCCC2)cc1	5	5%[46.1 µM]	14%	4%	-2%	-5	-2%	4%	0	1
Fc1ccc(NC(=S)Nc2cccc3ccccc23)cc1F	-6	6%	-7%	-6%	-16%	22	-22%	-1%	1	-1
Cc1ccc(C(=O)NC(=S)Nc2cccc3nsnc23)cc1	-8	10%	u	2%	2%	-1	-5%	2%	10	16
C#C[C@]1(OC(C)=O)CCC2C3CCC4=CC(=O)CC[C@@H]4C3CC[C@@]21C (some centres undefined)	-88*	-4%	-23%	11%	11%	12	1%	1%	2	1
Cc1ccc(OCCC(=O)OCC(=O)NC(=O)c2ccccc2)cc1	15	-7%	0%	-5%	-11%	-29	22%	2%	4	-1
Cc1ccc(S(=O)(=O)N2CCCC(C(=O)NC3=NCCS3)C2)cc1 (centres undefined)	2	-1%	-4%	-2%	-3%	3	13%	0%	0	-2
Cn1nc(-c2ccccc2)c(CN2CCN(c3ncccn3)CC2)c1Cl	0	0%	-2%	9%	12%	-5	-8%	2%	26	-7
CCN(Cc1ccccc1)S(=O)(=O)c1cc2c3c(c1)CCN3C(=O)CC2	3	1%	5%	-2%	-1%	-9	-4%	0%	3	-2
Cc1nc2ccc(NC(=O)c3nn(C(C)C)c(=O)c4ccccc34)cc2s1	-16	3%[46.1 µM]	u	1%	11%	-7	6%	7%	1	8
COc1cccc2cc(C(=O)NCc3ccccc3Br)c(=O)oc12	8	-6%	13%	2%	-2%	0	3%	0%	-2	3
O=C(NCc1ccccn1)c1ccc2nc(-c3ccco3)c(-c3ccco3)nc2c1	-2	x	-6%	-16%	-9%	x	-24%	-20%	-3	x
CC(=O)c1ccc(NC(=O)COC(=O)CCN2C(=O)c3cccc([N+](=O)[O-])c3C2=O)cc1	-9	-32%[inhibitor][46.1 µM]	5%	-10%	-5%	x	1%	3%	-3	6
COc1ccc(-c2csc3ncnc(N4CCN(S(=O)(=O)c5ccc(C)c(C)c5)CC4)c23)cc1	-11	5%	u	4%	8%	-14	-7%	2%	-2	-1

Some of the compounds tested, so the mix of outcomes need not match the whole.
